Assay outcomes deposited in PubChem by National Center for Advancing Translational Sciences (NCATS).
PKM2 activator: PKM2 (human) enzyme activation; 260,000 compounds, 0.34% hits; Potency, µM (series often up to 57.5 µM), inactives show at the highest dose activation, usual class: activators; purified PKM2, Kinase-Glo ATP luminescence, activation; response scale: 0% is enzyme alone, no compound; P14618; note: potency is the fitted concentration of half-maximal effect; % is set by controls: 0 for no effect and ±100 for the full control effect; nearly all actives have a fitted effect of over 55% in size
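Kinase-Glo luminescence reports ATP generated from ADP (0.1 mM) and PEP (0.5 mM) by purified hPK-M2 after 1 h at room temperature, pH 7.2 imidazole buffer; intermediate enzyme activity allows detecting inhibitors and activators.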
Menin MLL FP TR: inhibitors of human menin-MLL interaction, mutant MLL peptide | 270,000 compounds, 0.23% hits | O00255 | AID 1768 | Menin + Texas Red MLL mutant peptide, fluorescence polarization | Potency, µM (doses to about 61.6 µM), without a hit: at the highest dose FP activity change, negative = inhibition, actives largely listed as inhibitors; active = well fitted inhibition curve with a large enough effect in the polarisation, with a control signal flat, not every such curve was filed as active; inconclusive = small, poorly fitted or top-dose-only effect, or effect the other way, or a change in a side signal; inactive = no such curve, though single readings can be large or run the other way; the % refers to the polarisation; note: potency is the fitted concentration of half-maximal effect; % of control where 0% means no effect; many of its hits are not listed in these tables
TRPV1 ag: human TRPV1 agonism; Q8NER1; TRPV1-expressing cells, Fluo-8 calcium influx, agonist mode; activation, % at 8.33 µM; 320,000 compounds, 0.19% hits; in the data active = activation above about 80%; inconclusive = between about 30% and that limit; note: 0% is about no effect
Target sequence (Q8NER1 whole entry, looked up): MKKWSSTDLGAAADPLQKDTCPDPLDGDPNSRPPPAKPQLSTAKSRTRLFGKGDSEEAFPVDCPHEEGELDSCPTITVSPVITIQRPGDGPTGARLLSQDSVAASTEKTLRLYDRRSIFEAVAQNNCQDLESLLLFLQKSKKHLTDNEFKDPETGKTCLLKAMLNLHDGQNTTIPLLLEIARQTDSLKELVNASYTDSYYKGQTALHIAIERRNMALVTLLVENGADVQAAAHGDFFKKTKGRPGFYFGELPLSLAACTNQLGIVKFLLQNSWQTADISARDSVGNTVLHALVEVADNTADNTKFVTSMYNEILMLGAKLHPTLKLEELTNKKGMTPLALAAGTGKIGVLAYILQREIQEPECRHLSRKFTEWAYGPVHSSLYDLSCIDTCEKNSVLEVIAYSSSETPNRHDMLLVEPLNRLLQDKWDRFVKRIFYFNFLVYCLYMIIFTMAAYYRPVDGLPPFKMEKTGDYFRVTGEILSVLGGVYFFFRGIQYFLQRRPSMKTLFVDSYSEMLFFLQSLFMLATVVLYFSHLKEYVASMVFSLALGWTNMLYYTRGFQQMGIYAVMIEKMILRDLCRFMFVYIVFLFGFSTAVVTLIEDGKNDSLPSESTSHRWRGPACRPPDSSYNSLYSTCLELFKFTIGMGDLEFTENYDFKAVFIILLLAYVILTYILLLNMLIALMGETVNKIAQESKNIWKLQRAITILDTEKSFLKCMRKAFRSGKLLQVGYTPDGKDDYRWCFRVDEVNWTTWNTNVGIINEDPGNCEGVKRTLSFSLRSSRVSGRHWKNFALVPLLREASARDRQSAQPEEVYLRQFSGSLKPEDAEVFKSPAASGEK
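TRPV1-expressing cells were cultured overnight at 35.5C and loaded with Fluo-8 calcium dye for 40 to 90 min at room temperature. After a 10 s baseline, compound was added and calcium influx was read kinetically for 3 min (ex 480/em 520 nm).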
FBPA coupling cs: counter-screen for Giardia aldolase inhibitors: coupling enzyme system. coupling enzyme system counterscreen, AmpLite Red fluorescence. activity change, negative = inhibition, % at 58.2 µM, hits read low. 290,000 compounds, 0.67% hits; in the data active = activity change below about -30%; note: % is set by controls: 0 for no effect and ±100 for the full control effect
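Coupling enzymes only (glyceraldehyde-3-phosphate) + compound, at 57.5 uM final, 10 min RT; add substrate/coupling/AmpLite Red mix, 20 min RT; fluorescence ex 525/em 598 nm. Actives flag coupling-system interference.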
KCNH2 3.1 block: inhibitors of human KCNH2 3.1 potassium channel isoform; U2OS KCNH2 3.1, thallium flux FluxOr; stronger effect = lower value; activity change, % (tested at about 1.8 µM); 340,000 compounds, 0.95% hits; AID 720553;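 active = maximum activity change below -70%; inconclusive = maximum activity change from -70% to -50%; inactive = maximum activity change above -50%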;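 note: thallium influx rate constant from kinetic fluorescence after stimulation buffer; % is set by controls: 0 for no effect and ±100 for the full control effect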
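Channel expression came from 3.1 mutant virus (1.77 x 10^8 /mL) applied to suspended U2OS cells for 4 h. Flux was tracked with FluxOr dye plus Red40 quencher, and kinetic rate constants normalized to controls.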
KCNH2 WT inh: blocks the wildtype human KCNH2 potassium channel; AID 720551; 340,000 compounds, 0.37% hits; U2OS, BacMam KCNH2, thallium flux FluxOr; stronger effect = lower value; Q12809; activity change, % at 1.84 µM;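 active = maximum activity change below -70%; inconclusive = maximum activity change between -70% and -50%; inactive = maximum activity change above -50%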; note: % is set by controls: 0 for no effect and ±100 for the full control effect
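U2OS cells were transduced with wild-type KCNH2 virus (2.03 x 10^8 / mL) for 4 h at room temperature, then cultured overnight at 37 C. Thallium flux was read with FluxOr dye. Rate constants were normalized to DMSO controls.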
USP2a block: inhibitors of human ubiquitin-specific protease USP2a | USP2 core, Ub-CHOP2 coupled fluorogenic reporter, 485/531 | 330,000 compounds, 0.01% hits | Potency, µM (titrated, usually from 38.3 µM), for the others: at the highest dose activity change, negative = inhibition, usual class: inhibitors | O75604;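 note: potency is the fitted concentration of half-maximal effect; plate controls were DMSO wells for no effect and full inhibition by NEM control for full effect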
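USP2 core (10nM final) preincubated 30min RT with compound in 20mM Tris-HCl pH 8.0, 2mM CaCl2, 2mM beta-mercaptoethanol, 0.05% CHAPS; 25nM Ub-CHOP2 plus 25nM reporter substrate added, fluorescence (Ex485/Em531) read after 60min.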
GALK inhibitor: blocks human galactokinase activity | 270,000 compounds, 0.007% hits | Purified GALK, Kinase-Glo residual ATP luminescence | Potency, µM (series often up to 57.5 µM), for inactives: at the highest dose activity change, negative = inhibition, most hits filed as inhibitors | AID 1868; note: potency is the fitted concentration of half-maximal effect; % is set by controls: 0 for no effect and ±100 for the full control effect
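5 nM enzyme, 35 uM ATP, 100 uM galactose, 20 mM HEPES pH8.0, 5 mM MgCl2; 1 h RT; residual ATP by Kinase-Glo Plus luminescence, qHTS format.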
MLL CXXC-DNA inh: MLL CXXC-DNA interaction inhibition; 290,000 compounds, 0.037% hits; Potency, µM (doses to about 115 µM), for inactives: top-dose activity change, negative = inhibition, actives largely listed as inhibitors; Q03164; MLL-CXXC / FITC-HOXA9 DNA fluorescence polarization; active = well fitted inhibition curve with a large enough effect in the polarisation, with a control signal flat, not every such curve was filed as active; inconclusive = small, poorly fitted or top-dose-only effect, or effect the other way, or a change in a side signal; inactive = no such curve, though single readings can be large or run the other way; the % refers to the polarisation; note: potency is the fitted concentration of half-maximal effect
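Steps: dispense CXXC domain solution (7 uM) → pin compounds or unlabeled HOX-A9 DNA control → 5 min ambient → add FLSN-HOX-A9 solution (50 nM) → spin → 30 min ambient → fluorescence polarization. Tris pH 7.5/NaCl/DTT/BSA buffer.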
B2AR arrestin: recruits beta-arrestin to the human beta2-adrenergic receptor; P07550; beta-arrestin recruitment to beta2AR, cell-based reporter; Potency, µM (doses to about 46.1 µM), without a hit: at the top dose activation, hits mostly activators; 330,000 compounds, 0.02% hits; AID 492947;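 note: potency is the fitted concentration of half-maximal effect; 0% = DMSO controls and full agonism = EC100 isoproterenol or metaproterenol; nearly all actives have a fitted effect of over 65% in size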
Giardia kill: kills Giardia lamblia | Giardia lamblia trophozoite viability | activity change, % at 7.66 µM, hits read low | 340,000 compounds, 0.15% hits; in the data active = activity change below about -80%; inconclusive = between about -30% and that limit;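 note: parasites exposed to compound for two days anaerobically before the ATP read; % is set by controls: 0 for no effect and ±100 for the full control effect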
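Each well holds 100 Giardia trophozoites and compound. After two days (48 hrs) at 37 deg C in anaerobic conditions, ATP is quantified by luminescence.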
Numbers without * were called inactive; ? = inconclusive; nt = not tested or not shown; [ ] = another dose, or the depositor's remark. Unless noted, calls come from the whole dose curve; as a rule, active = well fitted curve in the direction sought with a large enough effect; inconclusive = small, poorly fitted or top-dose-only effect, or another doubt; inactive = no such curve, though single readings can be large; an effect the other way counts as inactive or inconclusive.

SMILES	PKM2 activator	Menin MLL FP TR	TRPV1 ag	FBPA coupling cs	KCNH2 3.1 block	KCNH2 WT inh	USP2a block	GALK inhibitor	MLL CXXC-DNA inh	B2AR arrestin	Giardia kill
CN(C(=O)CCN1C(=O)c2ccccc2C1=O)c1ccccc1	-7%	-6%	4	3	6	10	-1%	4%	4%	-0.1%	-24
Cc1c(N2C(=O)c3cccc4cccc(c34)C2=O)cnn1C	8%	nt	1	2	0	-3	0%	4%	2%	-0.7%	7
O=C(O)c1c(C(=O)O)c(-c2ccc(F)cc2)n2c1CCC2	nt	11%	-1	0	-7	-5	2%	4%	?	0.5%	-7
C#CCNC(=O)C(C)c1ncc(C(F)(F)F)cc1Cl (stereo not given)	-11%	-6%	-3	4	-14	-2	3%	1%	1%	-0.1%	11
Cn1ncc(Br)c1C(=O)N1CCCC1	-8%	nt	6	nt	5	3	-2%	7%	-1%	-0.1%	-7
Cc1cc2nc(-c3cccc(NC(=O)c4ccc(Br)o4)c3C)oc2cc1C	-3%	-1%	1	1	-2	0	2%	18%	16%	-0.4%	-10
CN(C)/C=N/c1c(C#N)cnn1-c1ccccc1	-3%	4%[11.7 µM]	nt	0	17	4	1%	3%	-27%	0.2%	15
CCC(CC)C1=NN2C(=N)/C(=C\c3cc(C)n(-c4cccc(C)c4)c3C)C(=O)N=C2S1	8%	-10%	-5	17	10	-8	-4%	1%	2%	5.5%	3
COc1ccc(S(=O)(=O)n2nc(C)c(S(=O)(=O)N3CCOCC3)c2C)cc1OC	nt	-1%	-2	-1	nt	nt	0%	0%	-6%	-0.6%	nt
CCc1c(C)nc2c(C#N)c(C)[nH]n2c1=O	4%	0%	-3	-3	-4	4	0%	-1%	-4%	-0.6%	-21
Cc1cc(/C=C2\SC(=S)N(Cc3ccco3)C2=O)c(C)n1-c1cccnc1	19%	9%	4	-1	-49	-13	5%	3%	?	0.3%	-24
CC(C)C(=O)Nc1cccc(C(=O)Nc2ccc(S(=O)(=O)Nc3nccs3)cc2)c1	1%	5%	-3	4	-11	-6	0%	-1%	-22%	0.2%	4
Cc1sc2ncn(CC(=O)N3CCCC(C)C3)c(=O)c2c1S(=O)(=O)N1CCCCC1 (stereo not given)	1%	3%	2	0	-20	12	0%	1%	-7%	0.1%	-18
Cc1nn(-c2ccccc2)c2nc(C(F)F)cc(C(F)F)c12	nt	nt	1	nt	29	-6	1%	nt	nt	0.1%	-30
Cc1ccc(CNC(=O)COc2cc(O)c3c(c2)OC(C)(C)CC3=O)cc1	-2%	0%	?	-1	17	10	-3%	nt	0%	-0.6%	6
O=C1c2ccccc2C(=O)N1CC(O)CN1CCOCC1 (stereo not given)	-16%	-17%	0	3	13	15	2%	0%	0%	-0.7%	1
Cc1ccccc1-c1ncc(CN2CCN(C3CCCC3)C(CCO)C2)cn1 (stereo not given)	-11%	8%	-4	4	9	2	3%	-1%	-5%	0.1%	1
Cc1cccc(CN2C3=NCCCN3c3ccccc32)c1	nt	-29%	0	0	-30	29	3%	nt	-2%	0.2%	-14
Cc1ccc(S(=O)(=O)N(CC2CO2)c2cc(Cl)ccc2Cl)cc1 (stereo not given)	nt	-18%	11	3	-15	-4	1%	-5%	4%	0.3%	8
COc1ccc2cc(C(C)c3nc4ccccc4c(=O)n3N)ccc2c1 (stereo not given)	5%	-1%	-5	5	4	-11	0%	0%	0%	0.0%	5
CCc1c(C)nc2ncnn2c1N1CCC(C(=O)N2CCN(c3ccc(F)cc3)CC2)CC1	-1%	-10%	0	1	-3	5	1%	6%	3%	0.5%	-2
Nc1c(S(=O)(=O)c2ccccc2)c2nc3ccccc3nc2n1Cc1ccco1	?	54%[activator]	10	4	11	-12	27%	-3%	5%	-0.4%	-2
COc1ccc(CCNC(=O)/C(C#N)=C/c2ccc(OCC(=O)NCC3CCCO3)cc2)cc1OC (stereo not given)	5%	2%	-1	0	-14	-3	0%	-2%	-20%	-0.7%	-2
CCCCC1CC(CSc2ncn[nH]2)OC1=O (stereo not given)	13%	-4%	-1	4	-3	-14	3%	6%	-14%	-0.3%	2
NS(=O)(=O)c1ccc(O)c(N2C(=O)c3cccc4c(C(=O)O)ccc(c34)C2=O)c1	-23%	0%	1	-8	-11	-9	3%	-1%	-15%	-0.2%	1
CC1CCCCN1CCn1c(=S)[nH]c2cc3c(cc2c1=O)OCO3 (stereo not given)	1%	-2%	1	3	1	-8	2%	-2%	4%	0.4%	-5
Cc1cc2oc(C(=O)N(Cc3ccccc3)c3ccccn3)cc(=O)c2cc1Cl	-2%	nt	1	3	-18	2	3%	-3%	2%	-0.5%	?
O=C(c1ccccc1-n1cccc1)N1N=C(C(F)F)CC1(O)C(F)F (stereo not given)	-4%	0%	-1	0	-29	-21	6%	nt	1%	-0.3%	-5
O=C(c1ccc(F)cc1F)N1CCCC(c2nc(-c3ccc(F)cc3)no2)C1 (stereo not given)	-8%[11.5 µM]	?	16	2	-13	-6	-4%	-2%	2%	0.5%	-5
COC(=O)c1ccc(NC(=O)Nc2ccc(F)cc2)cc1	-6%	?	?	1	3	6	-1%	5%	-3%	-0.5%	-5
Cc1ccc(C2C3=C(CC(C)(C)CC3=O)N=C3c4ccccc4C(=O)C32)cc1 (stereo not given)	18%	8%	?	-6	-5	-5	-8%	0%	3%	0.8%	0
CCc1nnc(NS(=O)(=O)c2ccc(NC(=O)c3cccc(Cl)c3)cc2)s1	-12%	?	-1	8	-35	27	-2%	6%	-4%	-0.2%	-14
COc1ccc(NS(=O)(=O)c2cc(NC(=O)C3CC3)ccc2N2CCOCC2)cc1	10%	13%	3	0	-6	7	1%	-1%	-4%	0.2%	9
COC(=O)C/C=C/[C@@H](C)[C@@H](/C=N/OC[C@H]1O[C@H](c2ccccc2)C=C[C@@H]1Oc1ccc(OC)cc1)OC	-4%	0%	19	0	nt	nt	-3%	nt	6%	0.4%	nt
CCOc1ccc(NC(=O)CN2C(=O)C3CCCN3C2=O)cc1 (stereo not given)	-6%	-1%	2	0	4	7	0%	-4%	-12%	0.0%	2
COc1ccc(NC(=O)NNC(=O)c2ccc(Cl)cc2Cl)cc1OC	11%	8%	-5	-2	15	-24	0%	0%	16%	0.2%	-1
Fc1cccc(Cl)c1CNc1ccc(N2CCCC2)cc1	12%	?	-1	-17	-18	5	1%	0%	-7%	0.7%	-1
CC(=O)Nc1ccc(S(=O)(=O)N(C2=NCC(C)S2)c2ccccc2)cc1 (stereo not given)	-6%	24%	2	6	-2	0	0%	-4%	-8%	0.1%	11
Cc1ccc2c(Cl)cc(Cl)c(OCC(=O)Nc3cccc(S(=O)(=O)N(C)C)c3)c2n1	-2%	-4%	0	0	nt	-8	3%	0%	-2%	-1.4%	5
CN(CC1CCN(CCc2cccc(C(F)(F)F)c2)CC1)C(=O)c1ccc(F)cc1F	0%	-1%	1	-1	-45	25	2%	0%	-4%	-0.1%	14
CCCCCn1c(=O)c(F)cn(Cc2ccc(OC)c([N+](=O)[O-])c2)c1=O	1%	5%	8	1	10	-1	-1%	-2%	-11%	0.6%	-9
O=C(NNS(=O)(=O)c1ccc(F)cc1)c1cccc(O)c1	0%[11.5 µM]	-1%	3	12	-7	-39	2%	-3%	4%	-0.2%	-2
Cc1nc2ccc(NC(=O)Cc3ccc(Br)cc3)cc2s1	0%	nt	2	1	-8	21	-12%	4%	4%	0.2%	-5
Cc1cc(C(=O)N(C)C)sc1-c1ccccc1	-20%	2%	17	4	6	4	2%	0%	8%	-0.6%	-21
COc1ccc2[nH]c(C(=O)N3CCNCC3)cc2c1OC	nt	10%	0	-3	-8	1	-1%	1%	-23%	-0.3%	19
CC1CCN(C(=O)c2nc[nH]c2C(=O)O[C@H](C)c2ccccc2)CC1	nt	nt	2	nt	12	-3	2%	nt	nt	0.0%	-8
c1ccc(CSCCc2ccncc2)cc1	4%	-1%	-1	2	-16	-12	5%	-2%	0%	0.3%	-16
CC(=O)Oc1ccc(C(=O)[C@H]2[C@H]3C(=O)N(c4ccc(C)cc4)C(=O)[C@H]3[C@@H]3C=CC=NN32)cc1	?	6%	2	-8	8	-5	-1%	2%	24%	0.2%	-6

The list is partial, so the mix of outcomes need not match the whole.
